High-throughput results: PubChem BioAssay, several laboratories
L major viab = reduces viability of Leishmania major promastigotes. resazurin fluorescence viability. inhibition, % at 10 µM. hit rate 9% among 200,000; in the data active = inhibition above about 50%;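 note: promastigotes grown with compound for 44 hours at 28 °C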
PPARg SRC1 recr = agonists of human PPARgamma SRC-1 coactivator recruitment | PPARgamma-SRC-1 coactivator recruitment biochemical assay | activation, % at 8 µM | hit rate 0.41% among 200,000 | AID 631; in the data active = activation above about 19%;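 note: 0% = DMSO and 100% = reference agonist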
Target sequence (P37231 whole entry, looked up): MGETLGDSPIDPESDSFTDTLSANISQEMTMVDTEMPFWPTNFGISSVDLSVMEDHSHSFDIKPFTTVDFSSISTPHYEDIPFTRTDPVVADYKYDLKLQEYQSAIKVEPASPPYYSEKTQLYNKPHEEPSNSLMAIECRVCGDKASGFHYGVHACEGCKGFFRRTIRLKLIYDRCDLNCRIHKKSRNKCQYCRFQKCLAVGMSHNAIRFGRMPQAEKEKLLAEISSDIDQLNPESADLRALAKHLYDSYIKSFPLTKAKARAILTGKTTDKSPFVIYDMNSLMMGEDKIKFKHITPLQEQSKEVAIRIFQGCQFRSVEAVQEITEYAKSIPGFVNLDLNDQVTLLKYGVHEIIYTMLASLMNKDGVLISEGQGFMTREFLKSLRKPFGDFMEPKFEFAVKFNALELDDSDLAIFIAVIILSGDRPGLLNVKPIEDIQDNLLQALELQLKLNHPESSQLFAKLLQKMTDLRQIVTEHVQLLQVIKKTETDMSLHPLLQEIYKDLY
S1P3 antagonist = blocks the human S1P3 receptor | CHO S1P3 NFAT-BLA reporter, FRET fluorescence, antagonist mode | inhibition, % at 4.98 µM | hit rate 0.27% among 170,000 | AID 485;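 active = inhibition above the plate cutoff, the mean inhibition of test wells on that plate plus 3 SD, cut at about 28% in these data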;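 note: cells challenged with S1P at its EC80 of 0.8 µM; blue over green emission ratio from cleaved BLA substrate after 4 h stimulation; 0% = S1P-stimulated wells and 100% = unstimulated DMSO-only wells; some compounds past the cut are filed as inactive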
Target sequence (Q99500 whole entry, looked up): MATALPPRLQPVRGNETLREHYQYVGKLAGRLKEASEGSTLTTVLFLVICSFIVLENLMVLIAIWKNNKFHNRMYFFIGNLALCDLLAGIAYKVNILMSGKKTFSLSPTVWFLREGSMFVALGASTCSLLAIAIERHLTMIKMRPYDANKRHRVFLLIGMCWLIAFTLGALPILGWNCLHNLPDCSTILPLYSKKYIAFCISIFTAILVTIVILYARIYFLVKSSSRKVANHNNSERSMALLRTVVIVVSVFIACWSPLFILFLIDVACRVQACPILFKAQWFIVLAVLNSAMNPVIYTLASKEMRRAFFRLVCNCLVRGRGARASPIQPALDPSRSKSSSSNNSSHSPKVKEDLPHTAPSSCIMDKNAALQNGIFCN
PPARg SRC-3 ag = PPARgamma-driven SRC-3 recruitment agonism. P37231. activation, % at 8 µM. hit rate 0.26% among 200,000. biochemical PPARgamma/SRC-3 coactivator recruitment assay; in the data active = activation above about 23%;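 note: 0% = DMSO and 100% = reference agonist; some compounds past the cut are filed as inactive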
RAM network inh = inhibitors of the yeast RAM network. AID 868. hit rate 1.8% among 190,000. S. cerevisiae dse1pr::URA3 reporter, 5-FOA growth OD615, 2 d; analog-sensitive cbk1-as2 kinase mutant strain. inhibition, % at 50 µM;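 active = inhibition above a set limit, 3 SD over mean compound inhibition, cut at about 8.4% in these data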;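 note: 0% = DMSO-only wells with no growth and 100% = 10 µM 1-NA-PP1 full growth; inhibition rescues growth on 5-FOA so higher OD means more RAM inhibition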
HMGR II inh = inhibitors of class II HMG-CoA reductase from Enterococcus faecalis; purified E. faecalis HMGR, NADPH absorbance 340 nm kinetic; inhibition, % at 10 µM; hit rate 0.41% among 190,000;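 active = inhibition above a set limit, the median over all tested compounds plus 3 SD, cut at about 9.5% in these data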;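 note: enzyme runs in reverse so mevalonate oxidation gives rising NADPH absorbance; 0% = complete reaction with DMSO and 100% = background rate lacking mevalonate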
PPARg SRC-2 ag = PPARgamma-driven SRC-2 recruitment agonism. PPARgamma LBD-SRC-2 recruitment, biochemical. hit rate 0.34% among 200,000. activation, % at 8 µM; in the data active = activation above about 22%;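 note: 0% = vehicle and 100% = reference agonist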
TR-FRET SRC-2 ct = flags TR-FRET format artefacts in PPARgamma SRC-2 recruitment agonist screen; TR-FRET ratio at 8 µM; hit rate 0.4% among 200,000; TR-FRET artefact counter-screen; stronger effect = higher value; AID 1049; in the data active = TR-FRET ratio above about 2000; note: inactives centre near 1500
ROMK primary = modulators of human ROMK potassium channel; P48048; hit rate 2% among 130,000; Tet-inducible ROMK, thallium flux fluorescence; actives lie on both sides; B-score at 10 µM;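 active = signal ratio slope over the read window, or its plate-corrected B-score, at least 3 SD from the plate mean, either direction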;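 note: B-score of the F/F0 ratio slope over 7 to 12 s after thallium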
Redox H2O2 prof = compounds producing H2O2 with reducing agent – biochemical, NIH compound library profiling, artefact control for MLSCN library redox annotation, primary screen | DTT-dependent redox cycling H2O2, phenol red/HRP absorbance; 100% = 100 µM peroxide control, 0% = buffer | activation, % at 10 µM | hit rate 0.03% among 200,000;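 active = activation of at least 50% relative to the plate's high and low controls in the primary single-dose screen; inactive = activation below 50%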;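 note: compound incubated with DTT at 0.8 mM final as the reducing agent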
bIAP inh = blocks bovine intestinal alkaline phosphatase activity | inhibition, % at 20 µM | purified bovine IAP, CDP-star luminescence, 30 min | 190,000 tested, under 10 active;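 active = over 50% inhibition of intestinal alkaline phosphatase at 20 µM in the single-dose screen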
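test system = bovine IAP enzyme | medium = DEA buffer 100 mM, pH 9.8, with MgCl2 1.0 mM, ZnCl2 0.02 mM | detection = luminescence | dosing = single compound dose of 20 µM, 2% DMSO final | incubation = 30 min reaction at room temperature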
* marks the source's active call; other numbers are inactive results; . = not tested or not shown.

Values run as follows: bIAP inh	PPARg SRC1 recr	PPARg SRC-3 ag	ROMK primary	RAM network inh	PPARg SRC-2 ag	L major viab	Redox H2O2 prof	TR-FRET SRC-2 ct	HMGR II inh	S1P3 antagonist
1: O=S(=O)(c1ccc2c(c1)OCCO2)N(Cc1ccc(F)cc1)Cc1nnc(-c2cccs2)o1
  -13	6	-3	0.0016	3.2	-1	5	-4.0	1667	4	8
2: CCOC(=O)c1c(CN2CCOCC2)n(-c2ccccc2)c2cc(Br)c(OC)cc12
  2	5	4	-0.097	0.9	16	17	0.0	1758	0	.
3: COc1cc(OC)c(OC)cc1/C=C/C(=O)c1ccc(NS(=O)(=O)c2ccc(C)cc2)cc1
  30	4	3	0.3	9.9*	0	62*	0.1	1522	-3	18
4: CCOC(=O)Cc1csc(NC(=O)CSc2nc(N)c3c(C)c(C)sc3n2)n1
  3	4	7	1	2.7	6	-3	0.2	1499	0	.
5: CC/C(=N/Nc1ccccc1)c1cnnc(SC)n1
  14	11	1	.	3.3	1	12	-7.3	1634	1	.
6: FC(F)c1nc2ccccc2[nH]1
  2	0	0	.	2.6	2	4	-0.2	1630	0	-13
7: O=C(CCn1c(=O)[nH]c2ccccc2c1=O)NCCCN1CCN(c2cccc(Cl)c2)CC1
  -6	3	11	-2.2	0.0	6	3	-0.3	1653	1	-59
8: CC1(C)CC(=O)C(C2NCCc3ccccc32)=C(O)C1 (stereo not drawn)
  6	4	5	-0.11	-0.5	12	1	0.1	1578	-6	.
9: CC(=O)Nc1ccc(S(=O)(=O)Nc2cccc3[nH]ncc23)cc1
  -6	3	-1	-0.18	2.6	-7	-6	-0.9	1550	-5	1
10: CCOC(=O)C1(Cc2cccc(Cl)c2)CCCN(C2CCN(C(C)=O)CC2)C1 (stereo not drawn)
  -9	7	0	0.42	-0.8	-7	83*	-0.3	1476	-3	4
11: Cc1nc2c(=O)[nH]c(=S)n(C)c2nc1C
  -17	3	2	0.85	0.5	9	-1	0.0	1579	4	-3
12: Cn1c(NCCN2CCOCC2)nc2c1c(=O)n(Cc1cccc(Cl)c1)c(=O)n2C
  -10	3	1	.	1.2	8	1	-1.0	1566	0	-28
13: COc1cccc(C(c2nnnn2CS(=O)(=O)c2ccc(C)cc2)N2CCN(C)CC2)c1OC (stereo not drawn)
  -8	-2	-2	-0.4	-0.2	-3	2	0.0	1363	-2	-26
14: Clc1cccc(-c2nnc(-c3ccccc3)o2)c1
  19	0	5	.	0.3	2	10	3.7	1474	.	-27
15: O=C(Nc1cccc(Br)c1)c1ccn[nH]1
  -78	-2	0	.	-0.2	6	5	-2.2	1673	-3	-35
16: O=C(Nc1ccc(N2CCN(C(=O)c3ccco3)CC2)c(Cl)c1)c1cccnc1
  -2	5	11	.	3.5	6	8	0.3	1884	-7	14
17: CSc1ncccc1C(=O)OCc1ccc([N+](=O)[O-])cc1
  -2	4	3	0.1	3.0	1	-3	-2.9	1723	2	-1
18: COc1cc(Nc2nnc(C)s2)c(Cl)cc1Cl
  1	6	1	.	1.2	15	17	-3.3	1444	4	.
19: CC1(C)C(c2ccccc2)=NC(c2ccc(F)cc2)N1O (stereo not drawn)
  16	-1	7	0.58	2.6	-8	-10	3.3	1725	2	-15
20: COc1cc2c(cc1OC)CN(C(=O)c1ccccc1C(=O)O)CC2
  2	0	-2	-0.55	3.0	-4	0	1.7	1620	2	-5
21: CCCCOc1cccc(C(=O)NC(=S)Nc2cccnc2)c1
  8	-5	-1	0.15	-2.3	-2	51*	-0.4	1386	-2	-12
22: CCOC(=O)c1sc(=NC(=O)CCS(=O)(=O)c2ccccc2)n(C)c1C
  -6	1	1	0.25	0.9	-2	-2	-0.1	1569	-4	-9
23: OC(CN1C2=NCCCN2c2ccccc21)c1ccc(Br)cc1 (stereo not drawn)
  14	-6	-3	-1.9	2.2	-6	20	0.2	1573	4	.
24: O=C(O)c1nc2ccccc2nc1C(=O)O
  4	8	-3	.	-0.7	8	-4	-2.1	1718	-5	-44
25: CCN(Cc1ccccc1)C(=O)Cn1cnc2c1c(=O)n(C)c(=O)n2C
  0	-1	1	0.67	2.7	-7	6	-0.2	1397	-2	-10
26: Cc1cc(=O)n2nc(N3CCC(C(=O)NCCc4ccccc4)CC3)sc2n1
  -10	-3	-4	.	0.8	-1	-3	-1.3	1669	0	-51
27: O=S(=O)(c1ccccc1)n1ccc(-c2cnc(-c3ccccc3)s2)n1
  8	8	7	.	5.7	1	-5	-1.3	1472	3	.
28: O=C1C2CC=CCC2C(=O)N1c1n[nH]c(CCc2ccccc2)n1 (stereo not drawn)
  29	6	11	1.1	3.4	14	-5	0.0	1802	-1	.
29: COc1cccc(NC(=O)CCP(C)(=O)O)c1
  2	5	-3	.	0.3	11	-6	2.7	1517	-3	-28
30: O=C(NC1CCCCC1)C(=O)c1c(-c2ccccc2)[nH]c2ccccc12
  10	1	3	-0.028	0.1	8	19	0.9	1502	-3	10
31: CC(C)C(NC(=O)c1ccccc1NC(=O)c1ccco1)C(=O)O (stereo not drawn)
  -1	3	10	0.27	0.8	0	-5	0.0	1620	1	16
32: O=C(CSc1ccc(-c2ccc(F)cc2)nn1)N1CCN(c2ccccc2)CC1
  1	10	6	.	1.5	11	-2	0.6	1590	0	-10
33: CCOC(=O)N1CCN(C(=O)c2ccc3c(SCC(=O)O)c4c(nc3c2)CCC4)CC1
  3	6	15	.	1.1	10	-9	-0.4	1537	-6	-16
34: COC(=O)c1ccc(OCC(=O)c2ccc(O)cc2O)cc1
  12	-1	-2	.	1.6	-4	-7	-0.5	1479	-1	-26
35: CCN(CC)C(=O)c1sc(NC(=O)c2ccncc2)c(C(=O)OC)c1C
  -23	-5	-1	.	1.6	0	3	-0.6	1671	-4	-5
36: Cc1ccc(S(=O)(=O)N2CCCC2C(=O)Nc2nc3ccccc3s2)cc1 (stereo not drawn)
  2	1	-4	.	5.0	6	19	0.7	1540	-15	20
37: CCOc1cc(N2CCOCC2)c(OCC)cc1NC(=O)c1ccc(OC)cc1
  -9	0	0	-0.26	2.5	-4	0	12	1546	-1	-17
38: Cc1cc(C(=O)Nc2cnn(Cc3ccc(Cl)cc3Cl)c2)no1
  3	-3	-6	-0.17	7.2	-3	0	3.1	1363	-4	20
39: COc1ccc(C2CC(c3ccccc3)=NN2C(=O)COC(=O)c2cccc(S(=O)(=O)N(C)C)c2)cc1 (stereo not drawn)
  -6	6	8	-0.65	8.1	5	43	0.5	2075*	5	-12
40: O=C(CC1S/C(=N/N=C/c2cccnc2)NC1=O)Nc1ccccc1 (stereo not drawn)
  3	0	1	-0.017	3.0	-3	6	0.1	1557	-3	1
41: CC(=O)N[C@@H](Cc1c[nH]c2ccccc12)C(=O)OCC(=O)Nc1ccc(S(=O)(=O)N(C)C)cc1
  -11	-7	1	0.54	0.7	-2	-3	-1.0	1543	-7	-1
42: c1ccc(Nc2ccc3c4c(cccc24)CC3)cc1
  -15	6	8	.	7.8	17	1	2.5	1522	-2	.
43: Cc1cc(Cc2cc(C)c(N)cc2C)c(C)cc1N
  -9	-2	6	0.74	7.2	1	6	-0.7	1419	-6	-8
44: CC(=O)OCC1OC(n2ccc3ccccc32)C(OC(C)=O)C(OC(C)=O)C1OC(C)=O (stereo not drawn)
  4	4	0	-0.0069	1.3	-8	-4	0.0	1288	-2	.
45: Cc1cc(-c2ccccc2)nc(N2CCC(C(=O)NCC3CCCCC3)CC2)n1
  .	8	1	0.48	.	13	0	0.7	1756	.	.
46: Cc1cc(C)n(C(=O)CCC2COc3ccccc3O2)n1 (stereo not drawn)
  11	5	4	.	3.1	1	-6	0.2	1481	1	-5
47: CCC(=O)NC(=S)Nc1ccc(-c2nc3ccc(C)cc3s2)cc1
  -13	-8	0	0.11	6.2	-6	-5	1.1	1388	1	-10
48: O=c1cc(N2CCc3ccccc3C2)[nH]c(=O)n1C1CCCCC1
  1	4	8	0.4	3.5	0	1	-1.3	1810	-4	11
49: O=C(NC1CCCCC1)C1CCN(S(=O)(=O)N2CCCCCC2)CC1
  9	2	0	-0.17	3.2	-1	-6	1.5	1583	0	-16
50: CCC(=O)NC(Nc1nc2ccc(C)cc2s1)(C(=O)OC)C(F)(F)F (stereo not drawn)
  1	6	10	2.2	-0.1	4	14	-0.3	1655	-2	.
51: Cc1ccc(C2=Nc3c(ccc4ccccc34)C(c3ccncc3)=NN2)cc1
  2	-4	0	-0.067	-0.4	-4	60*	0.2	1289	2	-9
52: Cc1ccc(NS(=O)(=O)c2ccc(NC(=O)C(C)Sc3ccc(Cl)cc3)cc2)c(C)c1 (stereo not drawn)
  -5	-4	0	.	7.7	1	92*	0.4	1510	-3	-10
53: O=C(c1ccc(Cl)cc1)C1CCCN(C(=O)/C=C/c2ccccn2)C1 (stereo not drawn)
  2	-2	8	0.14	2.2	8	9	0.1	1637	-1	-6
54: CCOCCn1c(C(C)O)nc2ccccc21 (stereo not drawn)
  4	2	-9	0.25	1.4	-1	1	0.7	1482	-4	.
